Screening data (PubChem BioAssay)
FH mod – Identification of activators of human fumarate hydratase by quantitative high-throughput screening; Fumarate hydratase, mitochondrial (Homo sapiens), P07954; FH coupled MDH/diaphorase resazurin fluorescence, 15 min; Potency, µM (top dose mostly 79.9 µM), inactives show at the top dose activity change, negative = inhibition, most hits filed as inhibitors; 0.22% of 54,000 active; AID 1347055, 2019; further: the screen sought activators but most active calls are inhibition curves; nearly all actives have a fitted effect of over 45% in size
Target sequence (P07954 whole entry, looked up): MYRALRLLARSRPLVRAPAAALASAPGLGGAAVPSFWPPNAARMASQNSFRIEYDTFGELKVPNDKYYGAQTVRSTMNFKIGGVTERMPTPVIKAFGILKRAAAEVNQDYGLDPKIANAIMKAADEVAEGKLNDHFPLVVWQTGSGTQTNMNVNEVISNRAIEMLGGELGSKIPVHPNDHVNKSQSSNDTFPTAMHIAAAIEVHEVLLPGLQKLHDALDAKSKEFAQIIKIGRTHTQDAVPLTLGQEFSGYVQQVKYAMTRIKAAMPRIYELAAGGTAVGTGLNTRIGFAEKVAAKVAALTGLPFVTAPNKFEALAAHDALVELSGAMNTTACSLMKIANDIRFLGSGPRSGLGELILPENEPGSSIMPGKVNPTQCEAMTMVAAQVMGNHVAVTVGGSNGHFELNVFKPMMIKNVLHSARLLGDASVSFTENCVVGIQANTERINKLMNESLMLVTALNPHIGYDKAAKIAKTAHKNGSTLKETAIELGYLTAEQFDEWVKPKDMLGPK
NTMT1 inh – inhibitors of human N-terminal methyltransferase NTMT1 | Potency, µM (doses to about 114 µM), for the others: at the highest dose activity change, negative = inhibition, actives largely listed as inhibitors | 2.5% of 59,000 active | AID 1645870 | NTMT1 MTase-Glo SAH luminescence, purified enzyme | Q9BV86;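 further: plate controls were DMSO vehicle for no effect and no enzyme for full effect; nearly all actives have a fitted effect of over 65% in size; many of its hits are not listed in these tables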
Target sequence (Q9BV86 whole entry, looked up): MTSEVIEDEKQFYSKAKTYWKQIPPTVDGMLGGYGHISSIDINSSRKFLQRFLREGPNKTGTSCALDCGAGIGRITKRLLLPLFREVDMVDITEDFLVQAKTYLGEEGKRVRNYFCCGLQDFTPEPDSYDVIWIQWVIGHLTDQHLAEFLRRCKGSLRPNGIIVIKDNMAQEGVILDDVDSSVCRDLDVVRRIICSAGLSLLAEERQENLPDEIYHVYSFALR
* marks the source's active call; other numbers are inactive results; ? = inconclusive; & = joins results of further samples; ! = repeats disagree; [ ] = another dose, or the depositor's remark. The call rests on the fitted dose curve; in most records, active means well fitted curve in the direction sought with a large enough effect; inconclusive means small, poorly fitted or top-dose-only effect, or another doubt; inactive means no such curve, though single readings can be large; an effect the other way counts as inactive or inconclusive. Unless noted, on the % scale 0 is the no-effect control and ±100 the full control effect; potency means the concentration at half of the fitted maximal effect. Only part of the results is shown, so the mix of outcomes need not match the whole.

SMILES | FH mod | NTMT1 inh
O=C1NCN(c2ccccc2)C12CCN(CCCOc1ccc(F)cc1)CC2 | 0%[53.3 µM] | 28%[57.5 µM]
CO[C@H]1C[C@H](O[C@H]2CC[C@]3(C=O)[C@H]4CC[C@]5(C)[C@@H](C6=CC(=O)OC6)CC[C@]5(O)[C@@H]4CC[C@]3(O)C2)O[C@H](C)[C@H]1O | 5%[53.3 µM] | -8%[29.8 µM]
CCN(CC)CCN1C(=O)CN=C(c2ccccc2F)c2cc(Cl)ccc21 | 3%[53.3 µM] | 11%[57.5 µM]
CCC(C(N)=O)N1CCCC1=O (stereo not drawn) | 4%[53.3 µM] | 41%[activator][57.5 µM]
CCC(C)C1NC(=O)C2CCCN2C(=O)C(CC(C)C)OC(=O)CCNC(=O)C(C)N(C)C(=O)C(C(C)C)N(C)C1=O (stereo not drawn) | 0%[20.6 µM] | 14%[12.6 µM]
CC(=Cc1csc(C)n1)[C@@H]1C[C@H]2O[C@@H]2CCC[C@H](C)[C@@H](O)[C@@H](C)C(=O)C(C)(C)[C@@H](O)CC(=O)O1 | 4%[53.3 µM] | -10%[57.5 µM]
CC(C)(C)NCC(O)c1ccccc1Cl (stereo not drawn) | -9%&7%[53.3 µM] | 15%[57.5 µM]
CCOc1ccccc1-n1c(C(C)N2CCN(C(=O)COc3ccc(Cl)cc3)CC2)nc2ccccc2c1=O (stereo not drawn) | -8% | -3%
CCCN1CCC[C@@H]2Cc3[nH]ncc3C[C@H]21 | -1%&-4%&5%[53.3 µM] | 11%[57.5 µM]
C#CC1(O)CCC2C3CCC4=CC(=O)CCC4(C)C3CCC21C (stereo not drawn) | 12%[53.3 µM] | 14%
C[C@H]1C/C=C/[C@H]2[C@@H]3O[C@]3(C)[C@@H](C)[C@H]3[C@H](Cc4ccccc4)NC(=O)[C@]32OC(=O)O/C=C/[C@@](C)(O)C1=O | -1%[53.3 µM] | -1%[29.8 µM]
CC(Cc1ccccc1)NCc1ccccc1Cl (stereo not drawn) | -3%[53.3 µM] | ?
NCC1(CC(=O)O)CCCCC1 | -9%&0%&4%[53.3 µM] | 19%
CC[C@H]1C[C@@H]2C[C@H]3c4[nH]c5ccc(OC)cc5c4CCN(C2)[C@@H]13 | -3% | 25%
CC(C)(C)c1cc(C=C(C#N)C#N)cc(Br)c1O | ? | ?
COc1ccc(C(c2ccc(OC)cc2)C(Cl)(Cl)Cl)cc1 | -25% | 29%
O=[N+]([O-])c1ccc([As](=O)(O)O)cc1 | -9%[53.3 µM] | 7%[57.5 µM]
Clc1ccc(CCC(Cn2ccnc2)Sc2c(Cl)cccc2Cl)cc1 (stereo not drawn) | 21%&-14%[53.3 µM] | ?
CC1=CC2OC3CC(O)[C@](C)([C@@]2(C)C(O)C1=O)[C@]31CO1 (stereo partly drawn) | 1% | -8%[57.5 µM]
O=P1(N(CCCl)CCCl)NCCCO1 (stereo not drawn) | 5%&-2%&4%[53.3 µM] | 35µM*!

Full records, looked up by structure. Order of values: FH mod | NTMT1 inh
COc1ccc(C(c2ccc(OC)cc2)C(Cl)(Cl)Cl)cc1 is listed with -25% | 29%
CC[C@H]1C[C@@H]2C[C@H]3c4[nH]c5ccc(OC)cc5c4CCN(C2)[C@@H]13 is listed with -3% | 25%
CC1=CC2OC3CC(O)[C@](C)([C@@]2(C)C(O)C1=O)[C@]31CO1 (stereo partly drawn) is listed with 1% | -8%[57.5 µM]
C[C@H]1C/C=C/[C@H]2[C@@H]3O[C@]3(C)[C@@H](C)[C@H]3[C@H](Cc4ccccc4)NC(=O)[C@]32OC(=O)O/C=C/[C@@](C)(O)C1=O is listed with -1%[53.3 µM] | -1%[29.8 µM]
CC(Cc1ccccc1)NCc1ccccc1Cl (stereo not drawn) is listed with -3%[53.3 µM] | ?

Remaining list, next part:
SMILES | FH mod | NTMT1 inh
C[C@]12CC[C@H]3[C@@H](CC[C@@]45O[C@H]4C(O)=C(C#N)C[C@]35C)[C@H]1CC[C@H]2O | -9%[53.3 µM] | 6%[57.5 µM]
COC(=O)[C@@]12C(=O)C(C)C(=O)[C@]1(C)C(C)=C[C@H]1[C@]3(C=O)CC[C@H](OC(C)=O)C(C)(C)[C@H]3CC[C@@]12C (stereo partly drawn) | -12%[53.3 µM] | -8%[29.8 µM]
CC(Cc1ccccc1)N(C)Cc1ccco1 (stereo not drawn) | 3%[53.3 µM] | 11%[57.5 µM]
Clc1ccc(COC(Cn2ccnc2)c2ccc(Cl)cc2Cl)cc1 (stereo not drawn) | 5%&-27%[53.3 µM] | 4%
CCC1=CC2CN3CCc4c([nH]c5ccccc45)[C@@](C(=O)OC)(C2)[C@@H]13 | 3%[53.3 µM] | 4%[29.8 µM]
OCCCBr | -2% | ?
O=C(N[C@@H](COc1ccc2[nH]c(=O)[nH]c2c1)c1ccccc1)c1cccn(Cc2ccc(F)c(F)c2)c1=O | -19% | 14%&6%[57.5 µM]
CC=C(C)C(=O)N[C@@H](c1ccccc1)[C@@H](O)C(=O)O[C@H]1C[C@@]2(O)[C@@H](OC(=O)c3ccccc3)[C@@H]3[C@]4(OC(C)=O)CO[C@@H]4C[C@H](O)[C@@]3(C)C(=O)[C@H](OC(C)=O)C(=C1C)C2(C)C | 3%[53.3 µM] | 9%[57.5 µM]
CCC(C)(OC(C)=O)C(=O)O[C@H]1[C@H](OC(C)=O)C[C@@H]2[C@@](C)([C@@H]3C[C@H]4C=CO[C@H]4O3)[C@H](C)C[C@H](OC(C)=O)[C@@]2(COC(C)=O)[C@@]12CO2 (stereo partly drawn) | 3%[20.6 µM] | -5%[12.6 µM]
C[C@@H]1CC[C@H]2[C@@H](C)C(=O)O[C@@H]3O[C@@]4(C)CC[C@H]1[C@]32OO4 | 0%[53.3 µM] | 8%[57.5 µM]
NCc1cccnc1 | 3%[53.3 µM] | 20%[57.5 µM]
CC12Cc3cn[nH]c3C=C1CCC1C2CCC2(C)C1CCC2(C)O (stereo not drawn) | 1% | -11%[57.5 µM]
CC(=O)OCC1=C(C(=O)O)N2C(=O)[C@@H](N)[C@H]2SC1 | -9% | ?
Cc1cccc(C)c1NC1=NCCCS1 | -17%&6%[53.3 µM] | 29%[57.5 µM]
Cc1sc2c(c1C)C(c1ccc(Cl)cc1)=N[C@@H](CC(N)=O)c1nnc(C)n1-2 | 4% | 19%
C[C@H]1C(=O)O[C@@H]2CCN3CC=C(COC(=O)[C@](C)(O)[C@]1(C)O)[C@H]23 | 13%[53.3 µM] | 12%[57.5 µM]
O=c1oc2ccccc2c(O)c1Cc1c(O)c2ccccc2oc1=O | -5%[53.3 µM] | -18%[57.5 µM]
C[C@]12CC[C@H]3[C@@H](CCC4=CC(=O)CC[C@@]43C)[C@H]1CC[C@H]2OC(=O)CCC1CCCC1 | 6%[53.3 µM] | -21%[57.5 µM]
CC[C@@H](C)[C@H]1C(=O)O[C@H](C(C)C)C(=O)N(C)[C@@H]([C@@H](C)CC)C(=O)O[C@H](C(C)C)C(=O)N(C)[C@@H]([C@H](C)CC)C(=O)O[C@H](C(C)C)C(=O)N1C | -1%[20.6 µM] | 5%[12.6 µM]
CC(=O)O[C@H]1CC[C@@]2(CI)C(=CC[C@@H]3[C@@H]2CC[C@]2(C)C(=O)CC[C@@H]32)C1 | 5% | ?
Cc1cccc(NC(=O)N[C@H]2CN(C)c3ccccc3C(c3ccccc3)=N2)c1 | -15% | -12%[57.5 µM]
C=CCON=C(C[C@H]1O[C@@H]2O[C@]3(C)CC[C@@H]4[C@H](C)CC[C@@H]([C@H]1C)[C@@]24OO3)[C@H]1O[C@@H]2O[C@]3(C)CC[C@H]4[C@H](C)CC[C@@H]([C@@H]1C)[C@@]24OO3 | 0%[53.3 µM] | -20%[57.5 µM]
CN1CCc2cc3c(cc2[C@H]1[C@@H]1OC(=O)c2c1ccc1c2OCO1)OCO3 | -15% | 6%[57.5 µM]
C=CCOC(Cn1ccnc1)c1ccc(Cl)cc1Cl (stereo not drawn) | 5%[53.3 µM] | -13%[57.5 µM]
CCN(Cc1ccc(Cl)nc1)/C(=C/[N+](=O)[O-])NC | -8%[53.3 µM] | 17%[57.5 µM]
C/C(=C\c1csc(C)n1)[C@@H]1C[C@@H]2O[C@@H]2CCC[C@H](C)[C@H](O)[C@@H](C)C(=O)C(C)(C)[C@@H](O)CC(=O)O1 | 1% | 4%[57.5 µM]
C#C[C@]1(O)CC[C@H]2[C@@H]3CCC4=CC(=O)CC[C@]4(C)[C@H]3CC[C@@]21C | -1%[53.3 µM] | 37%[activator][57.5 µM]
COc1ccn(C)c(=O)c1C#N | 8%[162 µM] | 9%[228 µM]
COC(=O)[C@]12CCC(C)(C)C[C@@H]1[C@@H]1C(=O)C=C3[C@]4(C)C=C(C#N)C(=O)C(C)(C)[C@@H]4CC[C@@]3(C)[C@]1(C)CC2 | -10% | 0%
Oc1ccc(Cl)cc1 | 0%[53.3 µM] | 37%[activator][57.5 µM]
CC[n+]1c(-c2ccccc2)c2cc(N)ccc2c2ccc(N)cc21 | -24%[53.3 µM] | 28µM*
C[C@H]1O[C@@H](O[C@H]2C[C@@H](O)[C@]3(CO)C4C(CC[C@]3(O)C2)[C@@]2(O)CC[C@H](C3=CC(=O)OC3)[C@@]2(C)C[C@H]4O)[C@@H](O)[C@@H](O)[C@H]1O (stereo partly drawn) | 24%[20.6 µM] | -5%[12.6 µM]
O=C1CC[C@@]2(O)[C@H]3Cc4ccc(O)c5c4[C@@]2(CCN3CC2CC2)[C@H]1O5 | -1%&-9%[53.3 µM] | 15%
OC(CNc1ccccc1)Cn1c2ccc(Br)cc2c2cc(Br)ccc21 (stereo not drawn) | -19% | -3%[57.5 µM]
NC(=O)c1ncn2c1CN=C(c1ccccc1Br)c1cc(F)ccc1-2 | 1% | -3%[57.5 µM]
CCCCCOc1cc2c(cc1-c1cc(/C=C/C(=O)O)ccc1O)C(C)(C)CCC2(C)C | ? | ?
CC1(C)C(=O)N(c2ccc(C#N)c(C(F)(F)F)c2)C(=O)N1CCCCO | -1% | 1%[57.5 µM]
C[C@@H]1CC[C@H]2[C@@H](C)C(=O)O[C@@H]3O[C@@]4(C)CC[C@@H]1[C@]32OO4 | 4%[53.3 µM] | -3%
CCc1cc2c(s1)-n1c(C)nnc1CN=C2c1ccccc1Cl | 0%[53.3 µM] | 33%[activator][57.5 µM]
O=C(CCCN1CCC2(CC1)C(=O)NCN2c1ccccc1)c1ccc(F)cc1 | -23%&5%[53.3 µM] | -2%[57.5 µM]
CC(C)NC(C)C | -8%[53.3 µM] | 29%[57.5 µM]
CC(C)(O)/C=C/C(=O)[C@](C)(O)[C@H]1[C@H](O)C[C@@]2(C)[C@@H]3CC=C4[C@@H](C[C@H](O)C(=O)C4(C)C)[C@]3(C)C(=O)C[C@]12C | -3%[53.3 µM] | 11%[29.8 µM]
COC1CC(OC2CCC3(C)C(=CCC4C3CCC3(C)C(C(C)OC5OC(COC6OC(CO)C(O)C(O)C6O)C(O)C(O)C5O)CCC43O)C2)OC(C)C1OC1OC(C)C(O)C(OC)C1O (stereo not drawn) | 9%[20.6 µM] | 8%[12.6 µM]
C=C[C@H]1CN2CC[C@H]1C[C@@H]2[C@@H](O)c1ccnc2ccccc12 | -1% | -6%[57.5 µM]
CC1=CC2/C=C(\C)CCC(O)C(O)C(O)CC(=O)C23C(=O)NC(CC(C)C)C3C1C (stereo not drawn) | -16%[53.3 µM] | 6%[29.8 µM]
Nc1ccn(C[C@@H](CO)OCP(=O)(O)O)c(=O)n1 | -4%[20.6 µM] | -11%&22%[29.8 µM]
ClCc1cccc(Cl)c1 | -2%[53.3 µM] | 24%[57.5 µM]
COC1CC(OC2CCC3(C)C(CCC4C3CCC3(C)C(C5=CC(=O)OC5)C(OC(C)=O)CC43O)C2)OC(C)C1OC1OC(CO)C(O)C(O)C1O (stereo not drawn) | 1%[20.6 µM] | 3%[12.6 µM]
CN1CC[C@]23c4c5ccc(O)c4O[C@H]2[C@@H](O)CC[C@H]3[C@H]1C5 | 1% | 15%
OCCOc1ccccc1 | -10%[53.3 µM] | 32%[57.5 µM]

The results go on:
SMILES | FH mod | NTMT1 inh
CC(C)(O)/C=C/C(=O)[C@](C)(O)[C@H]1[C@H](O)C[C@@]2(C)[C@@H]3CC=C4[C@@H](C=C(O)C(=O)C4(C)C)[C@]3(C)C(=O)C[C@]12C | 13%[13.5 µM] | 11%[29.8 µM]
C/C=C1/CN2CC[C@]34C(=Nc5ccccc53)[C@@H]2C[C@@H]1[C@H]4C(=O)OC | 4%[53.3 µM] | 9%[29.8 µM]
C[C@@H]1O[C@@H](O[C@@H]2C=C3CC[C@@H]4[C@H](CC[C@]5(C)[C@@H](c6ccc(=O)oc6)CC[C@]45O)[C@@]3(C)CC2)[C@H](O)[C@H](O)[C@H]1O | 1%[53.3 µM] | 30%[57.5 µM]
C=CCC1=C(C)C(OC(=O)C2C(C=C(C)C)C2(C)C)CC1=O (stereo not drawn) | -5% | ?
C#C[C@]1(O)C=C[C@@H]2[C@@H]3CCC4=CC(=O)CC[C@@H]4[C@H]3CC[C@@]21CC | -12%[53.3 µM] | -24%[57.5 µM]
CCCN1CCO[C@@H]2c3cc(O)ccc3OC[C@@H]21 | -11%[53.3 µM] | ?
CN(C)CCc1c[nH]c2ccc(CN3CCN(C)S3(=O)=O)cc12 | 7% | 2%[57.5 µM]
